High-throughput results deposited in PubChem by Broad Institute.
INS-1E GSIS act – GLuc luminescence reporter in INS-1E cells, primary screen for activators of glucose-dependent secretion of insulin; INS-1E GLuc reporter insulin secretion, 2-3 h; actives 0.61% (n = 370,000); activation, % at 16.6 µM;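 active = lowest replicate activation of at least 40%, so every replicate reaches that level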;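 note: 0% = median of neutral control wells and 100% = median of IBMX positive control wells; some compounds called inactive have numbers as strong as hits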
CFTR F508del cor – CFTR F508del correction in bronchial cells; activity (quench increase), % at 7.58 µM; actives 0.36% (n = 350,000); CFBE cells, YFP halide quenching; stimulated with forskolin plus potentiator P3; % fluorescence drop versus neutral controls;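 active = mean added fluorescence quench of at least 8% versus neutral control, with both replicates also reaching 8%; inconclusive = only one of the mean or replicate conditions met; inactive = mean below 8% and not both replicates reaching 8%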;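 note: cells transiently co-express mutant CFTR-F508del with the halide-sensitive YFP; corrector assay measuring rescue of mutant channel to the surface after 24 h compound exposure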
ERp5 block – inhibitors of human ERp5; ERp5 insulin aggregation, absorbance 650 nm, 90 min; AID 651711; actives 0.05% (n = 350,000); Q15084; inhibition, % at 9.99 µM;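 active = mean replicate inhibition above about 25%, with every replicate also reaching it, limit read from the data, passing the limit was not always enough; inconclusive = only one of those two criteria met; inactive = neither criterion met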
Target sequence (Q15084 whole entry, looked up): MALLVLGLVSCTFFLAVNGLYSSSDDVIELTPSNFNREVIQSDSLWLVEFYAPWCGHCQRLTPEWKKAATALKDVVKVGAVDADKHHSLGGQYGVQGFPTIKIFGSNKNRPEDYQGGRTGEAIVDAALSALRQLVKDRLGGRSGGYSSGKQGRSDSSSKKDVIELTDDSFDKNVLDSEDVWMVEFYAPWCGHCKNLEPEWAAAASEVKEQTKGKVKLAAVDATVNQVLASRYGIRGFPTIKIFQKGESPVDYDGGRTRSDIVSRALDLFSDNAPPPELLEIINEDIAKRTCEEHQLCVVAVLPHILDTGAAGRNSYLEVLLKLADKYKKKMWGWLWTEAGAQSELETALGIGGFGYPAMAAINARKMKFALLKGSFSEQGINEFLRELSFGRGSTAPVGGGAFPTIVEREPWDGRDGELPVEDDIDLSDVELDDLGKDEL
XiGFP reactiv – X-chromosome reactivation activator; XiGFP mouse fibroblasts, % GFP-positive cells imaging, 3 d; cells co-treated with 5-aza-dC sensitizer; scaled so ellipticine positive control = 100%; activation, % at 7.58 µM; actives 0.055% (n = 360,000); AID 743238;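 active = mean normalized replicate activation at least 10% and every replicate at or above 10%; inconclusive = only one of the two criteria met; inactive = mean below 10% and not all replicates reach 10%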;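 note: 0% = median of on-plate neutral control wells and 100% = ellipticine 6 µM median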
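System: XiGFP fibroblasts, SV40-immortalized. Medium: DMEM plus 5-aza-dC sensitizer. Doses: single point. Timing: 3 d treatment, 15 min room-temperature fixation. Control set: ellipticine 6 µM.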
DENV2 CPE rescue – protects cells from dengue virus 2 cytopathic effect; DENV2-infected cells, cytopathic effect rescue, plate reader; CPE inhibition, % at 9.99 µM; actives 1.7% (n = 350,000); AID 651640; in the data active = CPE inhibition above about 20%, passing the limit was not always enough; inconclusive = no clear call, values can overlap the other calls; tested in BHK-21 cells;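 note: 0% = median of neutral control wells and 100% = median of positive control wells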
EWS-Fli inh – EWS/Fli transcriptional activity inhibition; actives 0.67% (n = 350,000); AID 651661; A673 NR0B1-luciferase reporter, viability-normalised; inhibition, % at 12.6 µM;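 active = mean inhibition of at least 50% after viability correction, with every replicate also passing that limit; inconclusive = mean reaches 50% but only one of two replicates passes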;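 note: firefly luciferase signal divided by Alamar Blue viability fluorescence both relative to DMSO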
PAX8 inh HTS – PAX8 transcriptional activity inhibition; RMG-I TPO-luciferase reporter, SteadyGlo, 24 h; actives 1.2% (n = 360,000); inhibition, % at 12.6 µM;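 active = mean replicate inhibition at least 60% with every replicate also reaching 60%; inconclusive = only one of the two criteria is met; inactive = mean below 60% and not all replicates reaching 60%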;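 note: luciferase light reporting Pax8 driven TPO promoter activity; plate controls were median of neutral control wells for no effect and mitoxantrone controls for full effect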
ARNT TACC3 PPI – ARNT/TACC3 interaction disruption | AlphaScreen His-ARNT PAS-B/GST-TACC3 binding, luminescence; TACC3 fragment carries E629A point mutation | AID 623870 | Q9Y6A5 | actives 0.66% (n = 390,000) | inhibition, % at 9.99 µM;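 active = mean inhibition of replicates at least 50% and at least half of replicates each reaching 50%; inconclusive = half or more replicates reach 50% but mean below 50%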;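 note: 0% = complete ARNT plus TACC3 wells and 100% = ARNT alone without TACC3; many hits fall short of the cut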
Numbers without * were called inactive; ? = inconclusive; . = not tested or not shown.

canonical_smiles	INS-1E GSIS act	CFTR F508del cor	ERp5 block	XiGFP reactiv	DENV2 CPE rescue	EWS-Fli inh	PAX8 inh HTS	ARNT TACC3 PPI
Cc1ccc(SCCC(=O)N2CCN(S(=O)(=O)c3ccccc3)CC2)cc1	-13	-0.3	-3	0.0	1	2	6	-8
O=C(CCOc1ccccc1)N1CCN(S(=O)(=O)c2ccccc2F)CC1	7	1.6	-2	0.1	-17	0	-1	0
CCCC(=O)Nc1ccc2c(c1)nc(CN1CCN(C(=O)OCC)CC1)n2C	-2	4.7	4	0.0	-7	0	2	-11
CCOC(=O)c1ccc(N2CCN(c3ccccc3F)CC2)c(NC(=O)Nc2ccccc2)c1	-9	-0.9	0	0.2	4	5	25	-12
Cc1nc2ccc(Br)cc2c(-c2ccccc2)c1C(=O)O	4	-1.1	4	0.0	4	-16	8	.
O=C(COC(=O)c1c(F)cccc1Cl)NC1CCCCC1	20	-0.2	3	0.0	-7	-68	-92	5
O=C(Cc1cccs1)Nn1c(Cc2cccs2)nc2ccccc2c1=O	-32	-2.3	-8	.	3	5	.	1
C[C@@H]1CN([C@H](C)CO)C(=O)c2ccccc2-c2ccccc2CO[C@H]1CN(C)C(=O)Oc1ccccc1	14	3.6	-3	-0.1	-9	-11	.	7
O=C(CCNC(=O)c1ccccc1)NNC(=O)c1ccccc1Br	3	-0.3	-2	0.2	9	1	4	-41
CN1[C@H](C(=O)NC2CCCC2)[C@@H](CO)[C@@H]2Cn3c(ccc(-c4cccc(F)c4)c3=O)[C@@H]21	1	1.8	0	0.0	-5	-1	.	.
COc1cccc(C(=O)NCC(=O)N2CCN(c3ccc(C(F)(F)F)cn3)CC2)c1	-19	-0.6	5	-0.1	-7	7	4	3
O=C1C2C3C=CC(C3)C2C(=O)N1CCCCCCN1C(=O)C2C3C=CC(C3)C2C1=O (stereo not drawn)	-8	3.0	3	0.0	-6	5	12	1
C[C@@H]1CCCCO[C@@H](CN(C)Cc2ccc(C(F)(F)F)cc2)[C@@H](C)CN([C@@H](C)CO)C(=O)c2cc(NC(=O)NC3CCCCC3)ccc2O1	-14	-1.2	4	0.4	11	0	49	7
Cc1ccc(SCC(=O)Nc2ccc(S(=O)(=O)Nc3ncccn3)cc2)cc1	9	1.5	1	0.0	-2	7	-5	-1
Cc1cc(NC(=O)CN2C(=O)NC3(CCCCCC3)C2=O)no1	7	0.1	-3	-0.2	16	-5	-4	-5
Cc1ccc(NC(=S)NCc2ccc3c(c2)OCO3)cc1C	-7	.	-1	0.1	-2	11	-4	0
COc1ccc(-c2cn(CC[C@@H]3CC[C@@H](NC(=O)NC(C)C)[C@@H](CO)O3)nn2)cc1	-3	-0.9	-5	-0.2	10	-3	-20	-4
CNC(=O)CN(c1cc(OCCOC)c(Cl)cc1Cl)S(=O)(=O)c1ccccc1	-4	2.0	-2	0.0	3	-5	1	7
COc1ccc(NC(=O)COC(=O)c2ccc(S(=O)(=O)N3CCCCC3)cc2)c(OC)c1	-11	3.7	1	-0.1	9	6	-10	.
COc1cc(/C=C2\SC(=Nc3ccccc3)NC2=O)cc(Cl)c1O	-9	4.6	1	0.9	6	19	-15	7
COc1ccc(S(=O)(=O)N(C)C[C@@H]2Oc3c(NC(=O)C4CCOCC4)cccc3C(=O)N([C@@H](C)CO)C[C@@H]2C)cc1	4	0.4	-2	-0.4	9	-1	.	-8
Cc1ccc(-c2nc(C)sc2CC(=O)Nc2cccc(C)c2C)cc1	2	.	.	0.1	.	.	3	-7
COc1ccc(-n2c(CNC(=O)COc3ccc(Cl)cc3Cl)n[nH]c2=S)cc1	-15	-0.9	1	0.3	-2	2	-10	-4
CN(C(=O)COC(=O)c1ccc(Cl)cc1N)C1CCCCC1	10	0.5	1	0.3	-2	-2	-26	2
COc1cc(NC(=O)CN2C(=O)C(=O)N(C3CCCC3)C2=O)cc(OC)c1	-8	-3.0	-3	0.0	-2	-9	12	.
O=C(CCC1CCN(C(=O)c2ccco2)CC1)NCc1ccc(F)cc1	13	-2.3	-1	-0.1	2	-6	1	-14
COC(=O)C1CCN(S(=O)(=O)CCNC(=O)c2ccccc2)CC1	-3	-2.2	0	0.1	-6	-2	.	.
CCCCn1c(SCC(=O)c2ccccc2)nc2ccsc2c1=O	15	3.2	-3	1.1	-2	11	6	7
O=C(Nc1ccc(OCc2ccccc2)cc1)Nc1nnc([C@H]2C[C@H](O)[C@@H](CO)O2)s1	.	0.8	-4	0.1	10	-2	-7	.
CCNC[C@H]1[C@@H](c2ccc(C3=CCCC3)cc2)[C@@H](CO)N1C(=O)C1CCCC1	-4	5.2	-3	0.1	-5	5	.	.
CCCNC(=O)C[C@@H]1C[C@@H]2c3cc(NS(=O)(=O)c4ccccc4)ccc3O[C@@H]2[C@H](CO)O1	0	-0.3	.	0.0	2	-5	-12	0
S=C(Nc1cccc2ccccc12)NC1CCCCC1	-4	0.3	-13	0.0	3	-30	-43	7
Cc1c(O)ccc2c(CN3CCN(CCO)CC3)cc(=O)oc12	-10	.	.	0.4	.	.	8	-4
O=C(Nc1ccc2ccccc2c1)[C@@H]1C[C@H]1[C@@H](NP(=O)(c1ccccc1)c1ccccc1)c1ccccc1	0	1.5	2	0.9	40*	12	23	-2
COc1ccc(-n2c(CN3CCN(c4ccccc4OC)CC3)nc3ccc([N+](=O)[O-])cc3c2=O)c(OC)c1	-21	0.0	2	0.3	0	5	-1	2
COc1ccc2c3c([nH]c2c1)[C@H](CO)N(Cc1cccc(F)c1)CC31CN(C(C)=O)C1	-9	1.2	1	-0.1	16	12	-8	.
CC(=O)N1CCCCN2[C@@H](CO)[C@@H](c3ccc(-c4ccccc4)cc3)[C@@H]2C1	-8	0.5	-3	0.0	10	1	5	-3
CC(NC(=O)c1c(O)c2ccccc2n(C)c1=O)c1ccccc1 (stereo not drawn)	-4	-0.9	0	0.0	-2	-35	-22	2
O=c1cc(-c2ccc(OCc3ccccc3)cc2)oc2cc(OCc3ccccc3)cc(OCc3ccccc3)c12	8	-3.5	3	0.1	12	-17	-12	-7
COc1ccc(Nc2cccc(Cl)c2)c(C(=O)O)c1	9	.	.	0.0	.	.	8	-3
CC(C)(C)Cc1c(-c2cccc(Cl)c2)nc2ccc(Br)cn12	-8	-2.0	-4	0.1	9	-33	-13	.
CC(=O)Nc1nnc(-c2ccc(Cl)s2)o1	8	0.1	-1	0.0	0	-1	-17	14
C[C@H]1CN([C@@H](C)CO)C(=O)c2cccc(NC(=O)c3nc4ccccc4s3)c2O[C@@H]1CN(C)CC1CCCCC1	-12	-4.4	-3	-1.2	5	-8	.	1
COc1ccc(/C=N/N2C(C)CCCC2C)cc1O (stereo not drawn)	1	-1.6	5	0.0	0	10	18	-22
Cc1cccc(C)c1NC(=O)CSc1n[nH]c(=O)n1C1CC1	12	1.2	3	0.0	-3	4	-10	-26
O=C(Nc1ccc(F)cc1)N[C@H]1CC[C@H](CCNC(=O)c2ccccc2F)O[C@H]1CO	5	2.6	0	-0.1	1	10	.	.
CN(C)S(=O)(=O)c1ccc(Cl)c(NC(=O)CN2CCCC2)c1	5	-0.1	0	.	-3	-2	4	.
CCOC(=O)N1CCN(C(=O)COC(=O)CNC(=O)c2ccc(C)cc2)CC1	23	-0.7	3	0.0	-6	-2	-19	-3
O=C(CCc1nnc(CCCCc2ccccc2)o1)N1CCCC(O)C1 (stereo not drawn)	-8	-0.3	1	-0.2	-5	-7	-13	-11
COc1ccccc1-c1cccc([C@@H]2C[C@H]3[C@@H](CN2)CON3C)c1	13	3.2	9	0.1	-4	-6	0	3

Next part
canonical_smiles	INS-1E GSIS act	CFTR F508del cor	ERp5 block	XiGFP reactiv	DENV2 CPE rescue	EWS-Fli inh	PAX8 inh HTS	ARNT TACC3 PPI
CC1CCCC(NC(=O)CSc2nncs2)C1C (stereo not drawn)	0	4.6	-19	1.1	1	-3	-13	0
C[C@@H]1CN([C@H](C)CO)C(=O)c2cc(NS(=O)(=O)c3cn(C)cn3)ccc2O[C@@H]1CN(C)C(=O)Nc1ccccc1	23	-2.0	-5	-0.3	-1	4	.	-9
CC(=O)Nc1sc2c(c1C#N)CCN(Cc1ccccc1)C2	12	0.6	2	0.3	-3	-5	-6	-7
CC(C)(C)NC(=S)NCc1ccc2c(c1)OCO2	.	.	10	0.0	1	11	-11	2
CCOc1ccc(NC(=O)C2CCCN(S(=O)(=O)c3cccc4nsnc34)C2)cc1 (stereo not drawn)	-6	-3.2	-4	.	2	8	.	-1
CCC(CC)C(=O)Nc1c2c(nn1-c1ccc(F)cc1)CS(=O)(=O)C2	5	1.5	-12	0.0	-1	3	-27	-3
COCCNc1ncnc2c1ncn2[C@H]1CN(CCOC)C[C@@H](CO)O1	3	-2.7	6	0.1	?	-7	1	.
CCOc1ccc(CN(C)C(=O)CCl)cc1	-5	-3.7	-1	0.2	-1	22	-7	-3
COCC(=O)OCc1cc2cccc(C)c2[nH]c1=O	-7	1.4	0	0.0	9	2	-1	3
C[C@@H]1CN([C@H](C)CO)C(=O)Cc2cc(N(C)C)ccc2O[C@@H]1CN(C)C(=O)Nc1cccc2ccccc12	4	0.1	3	0.4	-4	3	4	-10
CC(=O)N1[C@H](CO)[C@H](c2ccccc2)[C@@H]1CN(CC(C)C)C(=O)c1ccccn1	26	-0.8	-1	0.5	.	-16	0	0
COc1ccc(S(=O)(=O)N2CCCCCC2)cc1C(=O)NCc1ccc(C)cc1	-8	1.1	15	0.3	-4	8	24	7
Cc1ccc(S(=O)(=O)Nc2ccc3c(c2)CC(=O)N([C@@H](C)CO)C[C@@H](C)[C@@H](CN(C)S(=O)(=O)c2ccc(C)cc2)O3)cc1	-13	0.5	-2	0.2	-9	12	1	-37
Nc1c(C(=O)N2CCCC2)sc2nc3c(cc12)CCCCCC3	-12	-3.1	0	0.0	15	-85	-142	9
CCN(CC(=O)NC1CC1)S(=O)(=O)c1ccc(C)cc1	0	-3.3	0	0.3	4	-4	10	-4
C[C@H]1CN([C@@H](C)CO)C(=O)c2cc(NS(=O)(=O)c3ccc(Cl)cc3)ccc2O[C@@H]1CN(C)Cc1ccc2c(c1)OCO2	-22	-2.5	4	-0.1	-9	5	-16	2
CSc1ccc(Cl)c(C(=O)NCCCn2ccnc2)c1	14	2.6	1	0.7	?	3	-82	0
Cc1ccc(C(C)C)cc1OCC(=O)NCCCn1ccnc1	8	4.3	-2	-0.1	8	-2	.	4
CCOc1cc(C(=O)NCc2ccc(F)cc2)ccc1OCC(=O)N1CCCCC1	19	-4.7	3	-0.1	-6	8	15	-2
CCN(CC(=O)Nc1ccc(NC(C)=O)cc1)C(=O)C1CC(=O)N(CCc2ccc(OC)c(OC)c2)C1 (stereo not drawn)	8	-1.2	1	0.2	1	1	2	0
COc1ccc(CCNC(=S)NC(=O)c2cccc([N+](=O)[O-])c2)cc1OC	21	2.3	6	0.3	-2	6	.	11
CN(C)C(=O)C[C@@H]1CC[C@H]2[C@@H](COc3ccc(NC(=O)NCc4ccccc4)cc3C(=O)N2C)O1	7	0.4	0	0.0	2	-2	-6	-8
